GIRK2 activator = Activates human GIRK2-containing potassium channels; HEK293 GIRK2/NPY4 cells, thallium flux fluorescence; P48051; 34,000 tested, under 10 active; activation (% efficacy), % for hits at 37.5 µM;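 active = primary screen hit, no activity in plain HEK293 cells, and in GIRK2-only cells above 5% efficacy rising with concentration; inactive = the rest, including fluorescent compounds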;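 also: efficacy is normalized control-subtracted fluorescence 15 s after thallium addition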
Target sequence (P48051 whole entry, looked up): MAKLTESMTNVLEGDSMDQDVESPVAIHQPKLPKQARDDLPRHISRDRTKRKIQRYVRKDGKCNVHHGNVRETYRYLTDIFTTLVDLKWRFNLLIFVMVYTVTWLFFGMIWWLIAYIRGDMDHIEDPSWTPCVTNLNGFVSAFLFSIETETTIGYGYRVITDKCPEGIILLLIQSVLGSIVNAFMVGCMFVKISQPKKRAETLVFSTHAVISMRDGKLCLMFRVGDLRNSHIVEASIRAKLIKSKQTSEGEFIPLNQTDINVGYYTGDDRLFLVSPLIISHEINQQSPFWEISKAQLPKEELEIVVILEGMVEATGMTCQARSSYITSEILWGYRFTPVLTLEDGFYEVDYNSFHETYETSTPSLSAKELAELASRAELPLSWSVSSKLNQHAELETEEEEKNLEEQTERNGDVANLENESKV
Calls only; i = inactive. Some of the compounds tested; the hit share may differ from the screen's.

structure	GIRK2 activator
CN1CCN(n2c3c(c(SCC(=O)NCc4ccco4)nc2=O)CCC3)CC1	i
CCOc1ccc(-c2nc(NC(=O)C3CCCN3S(C)(=O)=O)sc2C)cc1 (stereo not drawn)	i
Cc1ccc(C)c(C(=O)N(CCc2ccccc2)Cc2ccccn2)c1	i
CCNc1nn(CC(=O)Nc2c(C)cccc2C)c(N)c1-c1nc(-c2ccccc2C)no1	i
CS(=O)(=O)N1CCC(C(=O)NC2CCCCC2N2C(=O)CSC2=O)CC1 (stereo not drawn)	i
CC(O)(CNC(=O)Cn1c(=O)oc2ccccc21)C1CC1 (stereo not drawn)	i
CCOc1cccc2sc(N(Cc3ccccn3)C(=O)C3CCCN(S(C)(=O)=O)C3)nc12 (stereo not drawn)	i
O=C(c1ccc(S(=O)(=O)NCC2CCCO2)o1)N1CCc2ccccc21 (stereo not drawn)	i
Cc1ccc(Cl)cc1S(=O)(=O)NCc1ccsc1	i
O=C1NC2(CCN(S(=O)(=O)c3ccccc3)CC2)C(=O)N1CCc1ccccc1	i
CSc1ccccc1C(=O)NCC1CCN(C(=O)NC(C)(C)C)CC1	i
O=C(Nc1ccc(Br)cc1F)c1ccc(=O)n(Cc2cccc([N+](=O)[O-])c2)c1	i
COc1ccc(OC)c(NC(=O)CS(=O)(=O)c2cccs2)c1	i
COc1ccc(C2=NN=C(N3CCNCC3)SC2)cc1	i
Cc1csc(NC(=O)Cc2csc(Nc3ccc(F)cc3)n2)n1	i
Cc1cc(C(=O)N2CCC(c3nnc(-c4ccc(F)cc4)o3)CC2)no1	i
COc1ccc(-c2noc(-c3cc(-c4cccs4)[nH]n3)n2)cc1	i
COCC(=O)NCCn1ncc2c(N3CCCCCC3)ncnc21	i
CN(c1ccsc1C(=O)Nc1ccc(F)c(Cl)c1)S(=O)(=O)c1ccccc1	i
Cc1ccc(S(=O)(=O)Nc2cc(-c3ccco3)nn2C2CCS(=O)(=O)C2)cc1C (stereo not drawn)	i

In the list so far, 2 contain an aryl thioether with sulfur outside any ring.
structure	GIRK2 activator
CN1CCN(n2c3c(c(SCC(=O)NCc4ccco4)nc2=O)CCC3)CC1	i
CSc1ccccc1C(=O)NCC1CCN(C(=O)NC(C)(C)C)CC1	i

Additional entries.
structure	GIRK2 activator
O=C(Cc1cccs1)NCC1CCN(C(=O)/C=C/c2ccco2)CC1	i
O=C(Cc1ccc(NS(=O)(=O)CCc2ccccc2)cc1)NC1CC1	i
O=S(=O)(NCC1(c2cccs2)CCCC1)c1ccc2c(c1)OCCO2	i
COc1cccc(-c2csc(CN3CCN(C(=O)C4CC4)CC3)n2)c1	i
Cc1cc(NC(=O)c2cccc3ccccc23)ccc1N1CCCCC1=O	i
COC(=O)CCC(=O)Nc1ccc(S(N)(=O)=O)cc1	i
Cc1cc(NC(=O)C(c2ccccc2)c2ccccc2)n(C(C)C)n1	i
O=C(/C=C/c1cccs1)Nc1nnc(CSc2ccccc2)o1	i
C#CCn1c(=NC(=O)c2ccn(C)n2)sc2ccccc21	i
Cn1cccc1C(O)CNC(=O)C(=O)NCCc1ccccc1 (stereo not drawn)	i
O=C(NCCn1ncc2c(N3CCCCCC3)ncnc21)c1ccc2ccccc2c1	i
COc1ccccc1NC(=O)CSC1=NS(=O)(=O)c2ccccc2N1	i
CCCCOc1ccc(NC(=O)Nc2ccccc2N2CCNC(=O)C2)cc1	i
COc1ccc(SCCC(=O)Nc2nc(-c3cc([N+](=O)[O-])cs3)cs2)cc1	i
O=C(NCCOc1ccc(-c2ccco2)nn1)c1ccc2c(c1)OCO2	i
COc1nn(C)cc1C(=O)NCC1CCN(Cc2ccccc2SC)CC1	i
Cc1ccc(S(=O)(=O)Nc2nc(CCC(=O)Nc3cccc(F)c3)cs2)cc1	i
COc1ccc2nc(NC(=O)c3cc(C)no3)sc2c1	i
COCCCN1CCc2nc(SCC(=O)Nc3ccc(C)c(Cl)c3)[nH]c(=O)c2C1	i
COc1ccc(NC(=O)Cn2c(C)cc(C)c(S(=O)(=O)c3ccccc3)c2=O)cc1Cl	i
CC(C)c1cc(=O)n(CC(=O)N2CCN(c3ccccc3)CC2)cn1	i
CSc1ccccc1NC(=O)Cn1cnc(-c2cccs2)cc1=O	i
O=C(NCC1CCN(C(=O)/C=C/c2ccco2)CC1)c1ccc2c(c1)OCO2	i
CC(=O)Nc1cccc(NC(=O)CN2CCC(COCc3ccccc3)CC2)c1	i
O=C(Cc1ccc(NC(=O)C2(c3ccccc3)CCOCC2)cc1)N1CCOCC1	i
O=C(CCCn1nc(-c2ccco2)ccc1=O)NCc1ccco1	i
Cc1ccc(NC(=S)NC(=O)c2cc3c(C)nn(-c4ccccc4)c3s2)cc1	i
CSc1ccccc1C(=O)N(Cc1ccccn1)Cc1ccco1	i
COc1coc(C(=O)NCCc2c[nH]c3ccccc23)cc1=O	i
COc1ccc(S(=O)(=O)NCC(c2ccsc2)N2CCCCCC2)cc1 (stereo not drawn)	i

Sorted by length of the SMILES (ascending): 3 of the compounds above
structure	GIRK2 activator
CSc1ccccc1C(=O)N(Cc1ccccn1)Cc1ccco1	i
COc1coc(C(=O)NCCc2c[nH]c3ccccc23)cc1=O	i
COc1ccc(S(=O)(=O)NCC(c2ccsc2)N2CCCCCC2)cc1 (stereo not drawn)	i

Laid out differently: three of the compounds above.
Cc1ccc(Cl)cc1S(=O)(=O)NCc1ccsc1
  GIRK2 activator: i
Cn1cccc1C(O)CNC(=O)C(=O)NCCc1ccccc1 (stereo not drawn)
  GIRK2 activator: i
CC(O)(CNC(=O)Cn1c(=O)oc2ccccc21)C1CC1 (stereo not drawn)
  GIRK2 activator: i

New compounds follow:
structure	GIRK2 activator
Cc1c(Cl)cccc1S(=O)(=O)N(Cc1ccsc1)C1CC1	i
O=C(Cc1csc(SCC(=O)c2ccc3c(c2)OCO3)n1)NC1CCCC1	i
Cc1cc(C)n(CCN2CCN(C(=O)Nc3ccc(Cl)c(Cl)c3)CC2)n1	i
Cc1ccc(S(=O)(=O)N2CCC(C(=O)Nc3ccc(S(N)(=O)=O)cc3)CC2)cc1	i
COc1ccc(NC(=O)c2ccc(=O)n(Cc3ccccc3Cl)c2)cc1	i
CC(NC(=O)Cc1csc(NC(=O)c2ccc(=O)[nH]c2)n1)c1ccccc1 (stereo not drawn)	i
O=C(c1ccc(C(F)(F)F)cc1)N1CCC2(CC1)NC(=O)N(CCc1ccccc1)C2=O	i
O=S(=O)(CCCOc1ccc(F)cc1)N1CCCCC1	i
Cc1ccc2nc(-c3ccc(NC(=O)Cn4nc(-c5cccnc5)ccc4=O)cc3)sc2c1	i
Cn1nnc2c(N3CCN(S(=O)(=O)c4ccccc4C(F)(F)F)CC3)ncnc21	i
Cc1ccccc1-c1ccc(N2CCN(C(=O)c3ccc(=O)n(C)n3)CC2)nn1	i
O=C(Cn1nc(C(=O)Nc2ccccc2)ccc1=O)NCc1ccc2c(c1)OCO2	i
CC(=O)N1CCc2ccc(NC(=O)c3cccs3)cc21	i
COc1ccccc1CCNC(=O)CCCn1nc(-c2ccc(Cl)cc2)ccc1=O	i
CCOC(=O)C(CC)Sc1ccc(NC(=O)c2cccs2)nn1 (stereo not drawn)	i
COc1ccc(Cn2c(SCc3nc(-c4ccc(C)cc4)no3)nc3ccsc3c2=O)cc1	i
CC(=O)c1ccc(S(=O)(=O)NCC2CCN(C(=O)NC(C)(C)C)CC2)cc1	i
CC(Oc1c(F)c(F)c(F)c(F)c1F)C(N)=O (stereo not drawn)	i
O=C(Nc1nc(CCC(=O)N2CCN(C(=O)c3ccco3)CC2)cs1)c1ccccc1	i
O=C(NC1CCSC1=O)c1nc(-c2cnccn2)no1 (stereo not drawn)	i
O=C(Cc1nnc(-c2cccs2)o1)NC1CCCCC1	i
CCOc1cccc2sc(N(CCN3CCOCC3)C(=O)/C=C/c3cccs3)nc12	i
O=C(NCC(O)C1CCCCC1)C(=O)Nc1ccccc1Cl (stereo not drawn)	i
CCOc1ccc(NC(=O)C(=O)NCc2ccco2)cc1	i
Cc1ccc(Cl)cc1S(=O)(=O)NCC(c1cccn1C)N(C)C (stereo not drawn)	i
COc1ccc(OC)c(NC(=O)CSc2nccn3nc(-c4cccc5ccccc45)cc23)c1	i
O=c1nc(SCc2ccc(F)cc2)c2c(n1CC1CCCO1)CCC2 (stereo not drawn)	i
Cc1cnc2c(c1NCCc1ccc(S(N)(=O)=O)cc1)c(=O)n(C)c(=O)n2C	i
CCc1nnc2ccc(N3CCN(S(=O)(=O)c4cccc(Cl)c4Cl)CC3)nn12	i
Cc1nc(-c2cccs2)c(CCC(=O)Nc2cccc(Cl)c2C)s1	i
COc1ccc(S(=O)(=O)Nc2cccc(N3CCCC3=O)c2)cc1F	i
CC1CCN(C(=O)c2cc(N3C(=O)C(C)(C)CS3(=O)=O)ccc2Cl)CC1	i
COc1ccc(C)cc1S(=O)(=O)Nc1ccc2nc(C)n(-c3ccc(F)cc3)c(=O)c2c1	i
O=C(NCC1(O)CCc2ccccc21)c1ccccc1Br (stereo not drawn)	i
CC(O)(CNC(=O)c1ccc(Br)o1)c1ccc2c(c1)OCO2 (stereo not drawn)	i
CSc1cccc2sc(NC(=O)c3cc(C)no3)nc12	i
COc1ccc(CC(=O)Nc2cc(C3CC3)nn2-c2nc(C)cc(=O)[nH]2)cc1OC	i
COc1ccc(NC(=O)CSc2ncc(-c3cccc(Cl)c3)o2)c(OC)c1	i
O=C(Nc1nnc(CCS(=O)(=O)c2ccccc2)o1)c1ccco1	i
COCCn1nnn(-c2ccc(NC(=O)Nc3cccc(Cl)c3)cc2)c1=O	i

Next section.
SMILES	GIRK2 activator
CCc1cccc(C)c1NC(=O)c1nnn(-c2cccc(Cl)c2)c1N	i
COc1ccccc1NC(=O)c1nnn(-c2ccccc2)c1C(C)C	i
COc1cccc(NC(=O)CSc2nccn(-c3ccc(F)cc3)c2=O)c1	i
Cc1cn2c3c(=O)n(Cc4ccccc4)c(=O)n(C)c3nc2n1C1CCCC1	i
CS(=O)(=O)N1CCC(CNC(=O)c2ccc(Cl)cc2)CC1	i
CC1(C)CC(=O)c2sc(NC(=O)C3CCN(S(C)(=O)=O)CC3)nc2C1	i
CCC(C)NC(=O)c1cccc([N+](=O)[O-])c1C (stereo not drawn)	i
CCc1ccccc1-n1nnnc1SCC(=O)NC(C)C	i
CSCCC(C)(O)CNC(=O)C(=O)Nc1ccc(C(C)C)cc1 (stereo not drawn)	i
Cc1cc(NC(=O)c2ccccc2Cl)n(-c2nc3c(cnn3-c3ccc(Cl)cc3)c(=O)[nH]2)n1	i
Clc1ccccc1-c1nnc(-c2cc3ccccc3o2)o1	i
Cn1nnc2c(N3CCN(C(=O)CCC4CCCCC4)CC3)ncnc21	i
CCOc1ccc2ccccc2c1C(=O)NCC(c1cccs1)N1CCOCC1 (stereo not drawn)	i
COc1cc(C(=O)NCC(c2cccn2C)N2CCCC2)cc(OC)c1OC (stereo not drawn)	i
COc1ccc2nc(-c3ccc(OC)c(NC(=O)c4ccccc4Cl)c3)cn2n1	i
CN(C)CCNC(=O)Cc1cc(-c2ccc(F)cc2F)on1	i
COc1ccc(NC(=O)c2ccsc2)cc1Cl	i
CCn1ccc(C(=O)Nc2ccc3nc(C)sc3c2)n1	i
COc1cccc(NC(=O)Cn2cc(OC)c(=O)cc2CSc2ccc(Cl)cc2)c1	i
COc1ccccc1Cc1noc(C2CN(Cc3ccc(Cl)cc3)C2)n1	i
CN(C)S(=O)(=O)N1CCN(S(=O)(=O)c2ccc3ccccc3c2)CC1	i
COc1ccc2nc(N(CCCN(C)C)C(=O)c3ccno3)sc2c1	i
O=C(NCCc1ccccc1)C(=O)NCCC(O)c1cccs1 (stereo not drawn)	i
Cc1cc(=O)n(CC(=O)NC2CCCC2)cn1	i
O=C(Nc1cccc(Cl)c1Cl)c1ncccn1	i
COc1ccc(CCC(=O)Nc2ccc(-c3cn4nc(OC)ccc4n3)cc2)cc1	i
CC(O)(CNC(=O)C(=O)Nc1ccccc1Cl)c1ccc(-c2ccccc2)cc1 (stereo not drawn)	i
Cc1ccc(C)c2sc(N3CCN(C(=O)C4CCCCN4S(C)(=O)=O)CC3)nc12 (stereo not drawn)	i
COCCCN1C(=O)C(C)SC1=NS(=O)(=O)c1ccccc1 (stereo not drawn)	i
O=C(Nc1ccc(F)c([N+](=O)[O-])c1)C1CCCN(c2ccc(-n3cccn3)nn2)C1 (stereo not drawn)	i
COc1ccc(C(=O)COC(=O)c2cc(C)nc3ccccc23)cc1OC	i
CC(NC(=O)c1ccco1)c1nc2ccccc2n1CC1CCCCC1 (stereo not drawn)	i
O=C(Nc1ccc2c(c1)OCO2)N1CCC(c2nnc(-c3ccco3)o2)CC1	i
COc1ccc(OC)c2sc(N3CCN(C(=O)C4=COCCO4)CC3)nc12	i
COc1ccc(-c2nc(CCNC(=O)c3nc4ccccc4s3)cs2)cc1	i
CCOC(=O)C1CCN(S(=O)(=O)c2cc(OC)ccc2OC)CC1	i
Cc1nc2ccc(NC(=O)c3ccc(S(=O)(=O)N(C)C4CCCC4)cc3)cc2s1	i
COc1ccc(NC(=O)Cn2nc(C(=O)N3CCN(C)CC3)cc2C)cc1OC	i
COCC(C)(O)CNC(=O)Cc1cccc(C)c1 (stereo not drawn)	i
O=C(Cc1ccc(NS(=O)(=O)CCc2ccccc2)cc1)N1CCCC1	i
Cc1cnn(C)c1C(=O)Nc1nnc(-c2ccnn2C)o1	i
O=C(NCc1c(F)cccc1F)C1CN(C(=O)c2cnccn2)C1	i

2 of these compounds, set out differently.
COc1ccc(CCC(=O)Nc2ccc(-c3cn4nc(OC)ccc4n3)cc2)cc1
  GIRK2 activator = i
CC(O)(CNC(=O)C(=O)Nc1ccccc1Cl)c1ccc(-c2ccccc2)cc1 (stereo not drawn)
  GIRK2 activator = i

Screening results as filed in PubChem BioAssay.
